# High-throughput results: PubChem BioAssay, The Scripps Research Institute Molecular Screening Center
# PAD4 FP inh = PAD4 (human) enzyme inhibition; Q9UM07; recombinant PAD4, RCA probe fluorescence polarization; inhibition, % at 6.36 µM; actives 0.41% (n = 330,000); AID 485272;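 active = percent inhibition above a cutoff equal to the mean of all tested compounds plus 3 SD, cut at about 15% in these data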;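 also: 0% = PAD4 with RCA probe and DMSO and 100% = probe without PAD4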
# Target sequence (Q9UM07 whole entry, looked up): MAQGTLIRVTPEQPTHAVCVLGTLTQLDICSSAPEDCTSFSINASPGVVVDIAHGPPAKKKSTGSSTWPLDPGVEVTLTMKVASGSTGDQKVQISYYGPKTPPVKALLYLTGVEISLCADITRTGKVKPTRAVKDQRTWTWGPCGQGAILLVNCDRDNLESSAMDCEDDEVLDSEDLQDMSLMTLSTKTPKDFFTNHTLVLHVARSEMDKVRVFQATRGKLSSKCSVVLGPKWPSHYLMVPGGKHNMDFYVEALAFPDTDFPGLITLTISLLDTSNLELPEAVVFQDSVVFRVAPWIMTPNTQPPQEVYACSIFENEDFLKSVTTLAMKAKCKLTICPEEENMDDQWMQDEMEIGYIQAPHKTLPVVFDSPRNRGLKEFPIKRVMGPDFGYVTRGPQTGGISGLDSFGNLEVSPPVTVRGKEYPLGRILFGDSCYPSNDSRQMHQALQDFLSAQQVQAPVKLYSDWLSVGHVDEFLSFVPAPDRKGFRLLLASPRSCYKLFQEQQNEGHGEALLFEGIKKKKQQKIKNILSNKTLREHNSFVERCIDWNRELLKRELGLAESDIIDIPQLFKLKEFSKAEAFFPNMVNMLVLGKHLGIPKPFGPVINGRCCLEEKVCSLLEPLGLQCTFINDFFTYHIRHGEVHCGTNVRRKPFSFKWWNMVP
# PAFAH2 FP inh = PAFAH2 (human) inhibition | Q99487 | recombinant PAFAH2, FP-rhodamine activity probe, fluorescence polarization | inhibition, % at 3.39 µM | actives 0.99% (n = 340,000) | AID 492956;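 active = inhibition above the mean over all tested compounds plus 3 SD, cut at about 30% in these data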;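 also: inhibitors block probe labeling of enzyme so polarization drops; 0% = enzyme with DMSO and 100% = wells lacking PAFAH2 protein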
# PME-1 primary = PME-1 (human) inhibition; Q9Y570; recombinant PME-1, FP-Rh probe fluorescence polarization; inhibition, % at 5.9 µM; actives 0.53% (n = 320,000); AID 2130;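 active = inhibition above the campaign mean of all compounds plus 3 SD, cut at about 26% in these data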;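 also: competitive labeling of PME-1 active site by serine hydrolase directed probe; 0% = PME-1 with DMSO and 100% = wells lacking PME-1 enzyme; inhibitors block probe labeling so polarization falls and inhibition rises; many of its hits are not listed in these tables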
# Target sequence (Q9Y570 whole entry, looked up): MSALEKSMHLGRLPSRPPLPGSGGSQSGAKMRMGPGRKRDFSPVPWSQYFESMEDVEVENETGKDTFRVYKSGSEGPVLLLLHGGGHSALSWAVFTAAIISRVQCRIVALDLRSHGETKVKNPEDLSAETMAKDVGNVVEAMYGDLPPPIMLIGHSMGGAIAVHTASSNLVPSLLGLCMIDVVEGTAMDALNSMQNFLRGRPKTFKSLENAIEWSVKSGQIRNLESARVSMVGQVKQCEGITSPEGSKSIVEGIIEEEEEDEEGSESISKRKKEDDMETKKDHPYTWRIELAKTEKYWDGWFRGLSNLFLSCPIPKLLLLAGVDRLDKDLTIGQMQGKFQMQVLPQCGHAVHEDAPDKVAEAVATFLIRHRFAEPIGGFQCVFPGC
# LYPLA1 counter = counter-screen for PME1 inhibitors: inhibitors of human LYPLA1. O75608. recombinant LYPLA1, FP-Rh probe fluorescence polarization. inhibition, % at 5.9 µM. actives 0.16% (n = 320,000). AID 2174;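 active = inhibition above the mean of all tested compounds plus 3 SD, set per campaign, cut at about 14% in these data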;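 also: inhibitors block serine hydrolase probe labeling of LYPLA1 so polarization falls; 0% = enzyme with DMSO and 100% = wells lacking LYPLA1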
# PAFAH1B3 FP inh = blocks human PAF acetylhydrolase 1B catalytic subunit 3; Q15102; recombinant PAFAH1B3, FP-rhodamine probe, fluorescence polarization; inhibition, % at 3.39 µM; actives 0.28% (n = 340,000); AID 492972;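 active = inhibition above the screen-wide average of all tested compounds plus 3 SD, cut at about 25% in these data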;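 also: 0% = enzyme with DMSO only and 100% = wells lacking PAFAH1B3 protein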
# GSTO1 inh = blocks human GSTO1 in RBBP9 counter-screen. actives 1.1% (n = 300,000). AID 1974. recombinant GSTO1, activity-based probe fluorescence polarization. inhibition, % at 5.96 µM. P78417;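 active = inhibition above the campaign mean inhibition plus 3 SD, cut at about 35% in these data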;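 also: 0% = GSTO1-1 with DMSO and 100% = wells lacking GSTO1-1 enzyme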
# pPAFAH inh = pPAFAH (human) enzyme inhibition | actives 1.5% (n = 330,000) | recombinant pPAFAH, FP-rhodamine probe fluorescence polarization | inhibition, % at 3.39 µM;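 active = inhibition above the mean inhibition across the screen plus 3 SD, cut at about 25% in these data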;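 also: inhibitors block binding of the rhodamine activity-based probe so polarization drops; 0% = enzyme with DMSO and 100% = wells lacking pPAFAH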
# Fam108B inh = blocks mouse Fam108B hydrolase in RBBP9 counter-screen. actives 0.33% (n = 300,000). inhibition, % at 9.51 µM. recombinant Fam108B, FP-Rh probe fluorescence polarization;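 active = inhibition above the screen mean inhibition plus 3 SD, computed separately per campaign, cut at about 18% in these data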;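 also: inhibitors lower polarization as less probe binds the enzyme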
# PAFAH1B2 FP inh = PAFAH1B2 (human) inhibition | inhibition, % at 3.39 µM | P68402 | recombinant PAFAH1B2, FP-rhodamine activity probe, fluorescence polarization | actives 1.2% (n = 340,000);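 active = inhibition above the mean of all tested compounds plus 3 SD, cut at about 24% in these data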;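 also: 0% = enzyme with DMSO and 100% = wells lacking PAFAH1B2; many of its hits are not listed in these tables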
# * = called active by the depositor; . = no result given.
# Preview (seven entries):
SMILES,PAD4 FP inh,PAFAH2 FP inh,PME-1 primary,LYPLA1 counter,PAFAH1B3 FP inh,GSTO1 inh,pPAFAH inh,Fam108B inh,PAFAH1B2 FP inh
COc1cccc(/C=N/NC(N)=S)c1OCc1cccc(Cl)c1,-1,-4,-4,3,2,-1,3,-3,2
Cc1ccc(/C=C/C2=NN(Cc3ccccc3)C(=O)CC2)cc1,1,6,0,-1,-2,5,4,0,3
Cc1noc(NS(=O)(=O)c2ccc(NC(=O)C(F)(F)C(F)(F)C(F)(F)F)cc2)c1C,1,.,-10,6,.,-4,3,2,.
O=C(Nc1ccc2c(c1)CCC2)c1cccc(S(=O)(=O)N2CCN(c3ccc(F)cc3)CC2)c1,-1,-43,-28,-25,-15,-21,-12,-20,-21
Nc1c(C(=O)Nc2ccc3c(c2)OCCO3)nnn1Cc1ccccc1Cl,-4,0,0,-1,-3,3,9,5,1
CC(C)=CCOc1ccc2c(C)c(CC(=O)N3C[C@H]4C[C@@H](C3)c3cccc(=O)n3C4)c(=O)oc2c1C,0,8,5,-1,7,9,16,2,-1
COc1cc2c(c(OC)c1OC)-c1c(cc3c(c1O)OCO3)C[C@@H](C)[C@@H](C)C2,3,4,6,-1,4,5,4,4,1

# The whole of this part, from the start:
SMILES,PAD4 FP inh,PAFAH2 FP inh,PME-1 primary,LYPLA1 counter,PAFAH1B3 FP inh,GSTO1 inh,pPAFAH inh,Fam108B inh,PAFAH1B2 FP inh
COc1cccc(/C=N/NC(N)=S)c1OCc1cccc(Cl)c1,-1,-4,-4,3,2,-1,3,-3,2
Cc1ccc(/C=C/C2=NN(Cc3ccccc3)C(=O)CC2)cc1,1,6,0,-1,-2,5,4,0,3
Cc1noc(NS(=O)(=O)c2ccc(NC(=O)C(F)(F)C(F)(F)C(F)(F)F)cc2)c1C,1,.,-10,6,.,-4,3,2,.
O=C(Nc1ccc2c(c1)CCC2)c1cccc(S(=O)(=O)N2CCN(c3ccc(F)cc3)CC2)c1,-1,-43,-28,-25,-15,-21,-12,-20,-21
Nc1c(C(=O)Nc2ccc3c(c2)OCCO3)nnn1Cc1ccccc1Cl,-4,0,0,-1,-3,3,9,5,1
CC(C)=CCOc1ccc2c(C)c(CC(=O)N3C[C@H]4C[C@@H](C3)c3cccc(=O)n3C4)c(=O)oc2c1C,0,8,5,-1,7,9,16,2,-1
COc1cc2c(c(OC)c1OC)-c1c(cc3c(c1O)OCO3)C[C@@H](C)[C@@H](C)C2,3,4,6,-1,4,5,4,4,1
N#CCc1nc(C(c2ccccc2)c2ccccc2)no1,-12,-5,-11,-8,-8,-16,9,-3,5
C1CCC(OCCN2CCN(CCOC3CCCCC3)CC2)CC1,-2,12,-4,1,2,-5,6,-1,1
Cc1sc2ncnc(N3CCN(Cc4ccccc4)CC3)c2c1-c1ccccc1,2,-1,4,-5,10,6,-1,1,9
O=S(=O)(NCCSc1nnc(-c2ccco2)n1-c1ccccc1)c1ccccc1,-3,6,1,0,8,-4,10,-2,5
CC(C)C(=O)NC(=S)/C=C1/N(C)c2ccccc2C1(C)C,-27,-15,-17,-9,-9,-14,-3,-6,-6
O=S(=O)(c1ccc(-c2ccon2)s1)N1CCOCC1,-3,2,2,-5,1,2,5,-1,4
O=C(NC(=S)Nc1ccccc1Cl)c1cncc(C#Cc2ccccc2)c1,0,-7,0,-3,-1,2,-3,3,-2
COc1cccc(-c2cc(N3C(=O)Nc4ccccc4N3O)n[nH]2)c1,-2,5,6,-1,2,-1,13,-3,4
N#CC(C#N)=Cc1cccn1-c1ccc(C(=O)O)cc1,-7,20,-6,-1,9,7,12,3,5
COC(=O)c1ccc(NC(=S)NC2CCc3ccccc32)cc1 (centres undefined),-1,1,0,-10,-1,-1,3,-3,-1
Cc1ccccc1OCC(O)CN (centres undefined),0,-4,1,4,9,10,2,-3,2
COc1ccccc1N(C)S(=O)(=O)c1ccc(Cl)c(C(=O)N2CCC2)c1,1,-5,7,2,5,-2,-8,-1,0
O=C(Nc1cccc(NC(=O)c2ccc(Cl)cc2Cl)c1)c1cccnc1,-6,0,-1,-6,-3,3,5,-2,-1
CCN(CCCNC(=O)CCn1c(=O)[nH]c2ccccc2c1=O)c1ccccc1,0,-2,1,1,2,5,4,0,9
C=CCCN(C(CC(C)C)C(=O)OC)S(=O)(=O)c1ccccc1Br (centres undefined),6,-3,-2,-5,0,4,-3,2,2
Cc1ccc(S(=O)(=O)Cc2cccc(C(=O)N3CCOCC3)c2)cc1,-2,4,2,1,0,10,-4,6,0
CCCNS(=O)(=O)c1ccc(OCC(=O)Nc2ccc3c(c2)OCCO3)cc1,-1,-4,-8,-2,7,2,9,1,0
CCOC(=O)C(CC)Sc1nc(N)c(NC(=O)c2ccc(OC)c(OC)c2)c(=O)[nH]1 (centres undefined),-1,-6,-5,3,6,0,6,0,4
O=C(NCc1ccc(Cl)cc1)C(=O)N/N=C/c1ccc(Br)cc1,1,1,-5,-1,11,2,3,0,-2
CC1Cc2ccccc2N1C(=O)CSc1nc2ccccc2o1 (centres undefined),-5,-8,2,-5,-1,5,2,-6,5
COc1cccc(/C=N/NC(=O)c2cc(-c3ccccn3)nc3ccccc23)c1O,0,-6,-8,-7,24,.,7,.,6
CC1(C)CC(=O)C2=C(C1)N(Cc1ccccc1)C(=O)C2(NC(=O)C(C)(C)C)C(F)(F)F (centres undefined),-4,-2,-7,0,8,1,-7,-3,0
CC(C)(C)NC(=O)NC(=O)CSc1cccc(C(F)(F)F)c1,2,1,0,-3,11,9,3,-1,3
NC(=O)[C@@H]1CCCNc2c(I)cc([N+](=O)[O-])cc2C(=O)N[C@@H](CO)C(=O)NCC(=O)N1,-4,.,5,-2,.,5,3,-2,.
Cc1cc([N+](=O)[O-])ccc1-c1ccc(C2Nc3ccccc3C(=O)N2O)o1 (centres undefined),2,-1,37*,-7,9,-27,10,-1,0
CC1(C)Cc2c(sc3nn[nH]c(=O)c23)CO1,1,11,2,1,6,-7,2,2,5
CCC1(c2ccccc2)NC(=O)N(CC(=O)N(C)Cc2c(F)cccc2Cl)C1=O (centres undefined),3,7,2,2,-2,2,2,0,10
CCN(CC)S(=O)(=O)c1ccc(C(=O)OCCN2C(=O)c3cccc4c(N5CCOCC5)ccc(c34)C2=O)cc1,2,3,2,2,-1,-1,3,4,0
CCN(CC)S(=O)(=O)c1cccc(NC(=O)c2cc(=O)[nH]c3ccccc23)c1,3,-3,5,-3,4,-5,6,-1,0
CCOC(=O)c1sc2ccccc2c1NC(=O)c1coc2ccccc2c1=O,-2,7,1,-3,-7,7,4,3,-6
N#CC(C#N)=C1NC(N)=C(C#N)C(c2ccccc2)=C1C#N,3,10,9,0,10,-5,8,13,6
O=C(Nc1ccccc1C(=O)Nc1ccc2c(c1)OCO2)c1cccs1,0,-2,1,-7,1,0,1,1,-1
Cc1ccc(N/C=C2\CCCCC2=O)nc1,-1,2,-2,-3,9,-1,7,-3,1
CCOc1ccccc1C1CC(=O)NC(SCC)=C1C#N (centres undefined),6,2,0,-1,6,-2,4,0,-2
O=C1c2cccc(Sc3ccccc3)c2C(=O)c2c(Sc3ccccc3)cccc21,2,.,-4,-1,.,20,6,1,.
O=C(CCCc1ccccc1)Nc1ccnn1C1CCN(Cc2ccccn2)CC1,1,-5,0,-4,0,5,-2,1,-4
O=C(CSc1nnc(-c2ccccn2)o1)Nc1ccccc1C(F)(F)F,-3,-2,2,-3,-3,19,-2,4,4
O=C(NCC1CCCN(C(=O)NCc2ccccc2)C1)c1ccc2c(c1)OCO2 (centres undefined),0,-6,-12,-1,2,9,3,-5,7
COc1ccc(-n2ncc3c2CC(C)(C)CC3NC(=O)C2CCN(C(C)=O)CC2)cc1 (centres undefined),9,-17,-8,4,13,-2,-9,6,2
COc1ccc(C(C)(C)NC(=O)C2CCC(=O)N(CCCN3CCCC3=O)C2)cc1 (centres undefined),-3,-2,5,5,2,6,7,3,3
CCCN(CCC)S(=O)(=O)c1ccc(C(=O)N2CCCc3ccccc32)cc1,-1,10,-2,4,12,0,3,4,6
CCOCCCNS(=O)(=O)c1ccc2c(c1)OCCO2,1,1,3,6,0,4,4,4,-1
COC(=O)CCC(=O)NNC(=O)CCC(=O)Nc1cccc(Cl)c1C,0,6,1,-1,3,-1,3,2,0
CCN(CC(=O)Nc1sc2c(c1C#N)CCCC2)CC(=O)NC1CCS(=O)(=O)C1 (centres undefined),-2,-4,0,0,2,-2,0,-2,3
COc1ccc(N2CCN(C(=O)COC(=O)CCOc3ccc(C(C)(C)C)cc3)CC2)cc1,-3,0,-4,-2,2,11,2,0,7
COc1ccccc1NC(=O)Nc1nc(CC(=O)NC2CCCC2)cs1,-6,10,3,1,9,2,3,4,4
COc1ccc(Cl)cc1N(CC(=O)N1CCCCCC1)S(C)(=O)=O,-10,3,-2,2,3,-1,-1,0,0
Cc1ccc(C)c(C(=O)CN2C(=O)NC3(CCc4ccccc43)C2=O)c1 (centres undefined),-1,15,3,-1,5,.,1,.,1
Cc1ccc(NC(=O)CCS(=O)(=O)c2cccc3nonc23)cc1Cl,-1,-3,-1,-1,0,9,1,-3,3
CC(NC(=O)C1CCCC1)C1CC2CCC1C2 (centres undefined),3,3,-5,-1,8,3,3,-2,11
COc1ccc(CCN2CC(C(=O)Nc3ccc4c(c3)OCO4)CC2=O)cc1OC (centres undefined),-3,0,2,5,6,3,-1,-6,1
O=C(CCc1ccccc1)N/N=C\c1cc2c(cc1Br)OCO2,-8,-4,2,-2,4,-4,0,-8,2
CCCCCCC(=O)NNC(=O)c1c(O)c2ccccc2n(CCC)c1=O,-2,-6,-6,-5,-2,2,4,-3,1

# Quoted from the listing.
# In PAD4 FP inh, O=C(CCc1ccccc1)N/N=C\c1cc2c(cc1Br)OCO2 is listed with -8
# In GSTO1 inh, COc1ccc(C(C)(C)NC(=O)C2CCC(=O)N(CCCN3CCCC3=O)C2)cc1 (centres undefined) is listed with 6
# In PAD4 FP inh, COc1ccc(N2CCN(C(=O)COC(=O)CCOc3ccc(C(C)(C)C)cc3)CC2)cc1 is listed with -3

# Record cards, from the list above. Order of screens: PAD4 FP inh	PAFAH2 FP inh	PME-1 primary	LYPLA1 counter	PAFAH1B3 FP inh	GSTO1 inh	pPAFAH inh	Fam108B inh	PAFAH1B2 FP inh
# `NC(=O)[C@@H]1CCCNc2c(I)cc([N+](=O)[O-])cc2C(=O)N[C@@H](CO)C(=O)NCC(=O)N1` is listed as -4	.	5	-2	.	5	3	-2	.
# `CCOC(=O)C(CC)Sc1nc(N)c(NC(=O)c2ccc(OC)c(OC)c2)c(=O)[nH]1` (centres undefined) is listed as -1	-6	-5	3	6	0	6	0	4
# `C1CCC(OCCN2CCN(CCOC3CCCCC3)CC2)CC1` is listed as -2	12	-4	1	2	-5	6	-1	1
# `COc1cccc(/C=N/NC(=O)c2cc(-c3ccccn3)nc3ccccc23)c1O` is listed as 0	-6	-8	-7	24	.	7	.	6

# A portion of the library, so the mix of outcomes need not match the whole.
